CHRM1 agonist – activates human CHRM1 receptor | P11229 | AID 588814 | 0.33% of 360,000 active | activation, % at 3 µM | CHO-K1 hM1, Fluo-8 calcium fluorescence, agonist mode; 0% DMSO, 100% acetylcholine EC100;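 active means activation above the run's mean compound activation plus 3 SD, cut at about 16% in these data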;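 further: peak over basal fluorescence ratio within a 140 s kinetic read after compound addition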
TAAR1 antagonist – antagonists of human TAAR1. 1.5% of 360,000 active. Q96RJ0. inhibition, % at 3 µM. CHO RD-HGA16 TAAR1, Fluo-8 calcium fluorescence, antagonist;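 active means inhibition above a per-plate cutoff, the mean inhibition of test compounds on that plate plus 3 SD, cut at about 49% in these data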;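 further: 0% = DMSO plus EC80 beta-PEA response and 100% = DMSO alone without agonist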
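Material: CHO RD-HGA16 cells bearing hTAAR1; compound dosing: one-point dosing, 3 µM nominal final; schedule: dye loading 75 min at 37 °C, then 30 min room temperature; measured by: calcium fluorescence with Fluo-8; control set: vehicle and agonist controls; replication: n of 1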
OXTR potentiate – potentiates the human oxytocin receptor response; P30559; CHO-OTR cells, Fluo-8 calcium fluorescence, potentiator mode; 0% = oxytocin EC15, 100% = EC100; activation, % at 3 µM; 0.061% of 320,000 active; AID 2445;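 active means activation above that plate's cutoff, the mean activation of tested compounds plus 3 SD, cut at about 6.6% in these data, passing the limit was not always enough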;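 further: 100% uses oxytocin at 75 nM as the full agonist control; some results filed as inactive read as strong as hits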
Target sequence (P30559 whole entry, looked up): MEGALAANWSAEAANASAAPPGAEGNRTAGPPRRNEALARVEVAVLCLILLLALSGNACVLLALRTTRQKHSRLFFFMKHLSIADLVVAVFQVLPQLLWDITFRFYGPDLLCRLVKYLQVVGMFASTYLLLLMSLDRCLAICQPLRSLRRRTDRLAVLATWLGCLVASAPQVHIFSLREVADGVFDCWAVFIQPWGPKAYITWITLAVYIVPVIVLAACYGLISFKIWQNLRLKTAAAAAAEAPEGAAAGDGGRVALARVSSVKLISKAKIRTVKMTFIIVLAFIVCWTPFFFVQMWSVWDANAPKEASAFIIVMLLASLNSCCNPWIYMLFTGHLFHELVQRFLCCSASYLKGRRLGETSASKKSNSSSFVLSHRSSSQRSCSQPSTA
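Dosing: Single dose, 3.0 µM nominal final compound concentration | Material: Human OTR in CHO cells | Technique: Kinetic Fluo-8 calcium fluorescence | Benchmarks: EC15 oxytocin alone as 0%, 75 nM oxytocin as 100% | Probe or stimulus: Oxytocin at about EC15, sub-maximal agonist stimulus | Incubation: Compound 6 min at room temperature before oxytocin, 100 s read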
TAAR1 ag – human TAAR1 agonism | Q96RJ0 | CHO RD-HGA16 TAAR1, Fluo-8 calcium fluorescence; vehicle wells 0%, saturating PEA agonist 100% | activation, % at 3 µM | 0.99% of 360,000 active;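 active means activation above the mean activation of all test compounds in the run plus 3 SD, cut at about 38% in these data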
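Test system: RD-HGA16 (CHO) cells co-expressing Gα16 and hTAAR1; dosing: one-point dosing at 3 µM (nominal); timing: 17-24 h seeding, 75 min 37 °C dye, 30 min RT; signal: kinetic Fluo-8 calcium fluorescence; read-out basis: % activation relative to PEA EC100 response; controls: DMSO and PEA EC100; replicates: n 1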
M1 PAM – human CHRM1 positive allosteric modulation. P11229. CHO-K1 hM1, Fluo-8 calcium fluorescence, ACh EC20; 0% = ACh EC20, 100% = maximal ACh. activation, % at 3 µM. 0.088% of 360,000 active; in the data active means activation above about 19%, passing the limit was not always enough
CHO parental Ca – signal in parental CHO cells, OX1R antagonist counter-screen; parental CHO-K1, ATP-induced calcium, Fluo-8 fluorescence; inhibition, % at 5.6 µM; 0.63% of 330,000 active; AID 463079;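 active means inhibition above that plate's mean sample inhibition plus 3 SD, cut at about 26% in these data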;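 further: 0% = ATP-challenged DMSO wells and 100% = DMSO wells without ATP; some compounds past the cut are filed as inactive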
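Material: Parental CHO cells | Reagent: ATP | Compound dosing: Single nominal dose of 5.6 µM per compound | Detection: Intracellular calcium via Fluo-8 no-wash fluorescent dye | Read-out: % inhibition of ATP-induced calcium mobilization | Benchmarks: Low control ATP plus DMSO, high control DMSO only | Replicates: Singlicate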
V1aR counter – V1a receptor agonism, counter-screen for OXTR agonists; P37288; CHO-V1R cells, Fluo-8 calcium fluorescence, agonist mode; 0% DMSO, 100% 3 nM vasopressin; activation, % at 3 µM; 0.25% of 320,000 active; AID 2797;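 active means activation above the mean activation of all tested compounds plus 3 SD, per screening run, cut at about 20% in these data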;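 further: signal is peak over basal fluorescence ratio across a 100 second FLIPR read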
Target sequence (P37288 whole entry, looked up): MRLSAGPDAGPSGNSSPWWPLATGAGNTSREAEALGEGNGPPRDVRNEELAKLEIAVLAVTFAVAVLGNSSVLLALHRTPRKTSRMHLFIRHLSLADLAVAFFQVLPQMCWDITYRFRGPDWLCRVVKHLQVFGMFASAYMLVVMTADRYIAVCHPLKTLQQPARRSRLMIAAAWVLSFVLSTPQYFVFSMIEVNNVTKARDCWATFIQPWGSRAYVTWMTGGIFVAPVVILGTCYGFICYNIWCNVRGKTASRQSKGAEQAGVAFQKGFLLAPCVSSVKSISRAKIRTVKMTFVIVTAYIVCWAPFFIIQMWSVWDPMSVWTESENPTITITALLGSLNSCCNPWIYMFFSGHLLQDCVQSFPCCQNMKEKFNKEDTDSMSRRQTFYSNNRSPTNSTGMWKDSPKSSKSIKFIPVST
M1 antag – blocks human M1 muscarinic receptor. CHO-K1 hM1, Fluo-8 calcium fluorescence, ACh EC80 antagonist. inhibition, % at 3 µM. 1.3% of 360,000 active;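 active means percent inhibition above its own plate's cutoff, namely the mean of that plate's compound wells plus 3 SD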;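 further: peak over basal fluorescence ratio during 140 s after agonist addition; 0% = ACh EC80 plus DMSO and 100% = DMSO alone without agonist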
OXTR agonist – agonists of human oxytocin receptor; CHO-OTR cells, Fluo-8 calcium fluorescence; normalized: DMSO 0%, oxytocin 100%; activation, % at 3 µM; 0.32% of 320,000 active; AID 2435;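 active means activation above the mean of all tested compounds plus 3 SD, cutoff set per screening run, cut at about 20% in these data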;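 further: peak over basal fluorescence ratio from a 100 s FLIPR kinetic read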
Starred values were filed as active, the others as inactive; · = not tested or not shown. Not all compounds are listed; count on the stated rates, not on these rows.

Short keys: A = CHRM1 agonist; B = TAAR1 antagonist; C = OXTR potentiate; D = TAAR1 ag; E = M1 PAM; F = CHO parental Ca; G = V1aR counter; H = M1 antag; I = OXTR agonist
O=C(NC1(C(F)(F)F)Oc2ccc(Cl)cc2O1)N1CCC2(CC1)OCCO2 (stereo not given)
  A: -2 | B: 2 | C: -12 | D: 5 | E: 5 | F: -7 | G: 1.4 | H: -8 | I: 1.6
O=c1[nH]c(O)c(C=NC2CCCCC2)c(=O)[nH]1
  A: -2 | B: -28 | C: -6 | D: 3 | E: 26* | F: -2 | G: 0.8 | H: 2 | I: -0.9
Cc1cc(OC(C)C(=O)NCc2ccncc2)c2c3c(c(=O)oc2c1)CCCC3 (stereo not given)
  A: -4 | B: -31 | C: -6 | D: 6 | E: 0 | F: -18 | G: -0.4 | H: 6 | I: -0.7
O=P(NS(=O)(=O)c1ccc(Cl)cc1)(Oc1ccccc1)Oc1ccccc1
  A: -5 | B: -1 | C: -1 | D: -1 | E: 6 | F: -3 | G: -0.1 | H: -13 | I: 1.1
CC1CCCCN1Cc1ccc(Cl)nc1 (stereo not given)
  A: -7 | B: -26 | C: -9 | D: 1 | E: -4 | F: -4 | G: 7.2 | H: 16 | I: -0.3
Cc1ccc(-n2c(O)c(/C=C/C=Nc3ccccc3)c(=O)[nH]c2=O)cc1
  A: -2 | B: 15 | C: -7 | D: 4 | E: 0 | F: 3 | G: 6.5 | H: 10 | I: 8.0
C=CCC1(CCCCC)C(=O)NC(=S)NC1=O
  A: -8 | B: -4 | C: · | D: -1 | E: -10 | F: · | G: · | H: 9 | I: ·
CN(C)C(=O)Oc1ccc(Cl)c2ccccc12
  A: 1 | B: -12 | C: 1 | D: 13 | E: 7 | F: -21 | G: -0.1 | H: -12 | I: -2.2
OC(CN1CC=C(c2ccccc2)CC1)c1ccccc1 (stereo not given)
  A: -11 | B: -13 | C: -7 | D: -1 | E: -1 | F: -14 | G: -0.2 | H: 4 | I: 1.1
CC(CCc1ccccc1)NC(C)C(O)c1ccc(O)cc1 (stereo not given)
  A: -4 | B: -6 | C: -4 | D: 3 | E: -9 | F: -7 | G: 0.8 | H: -14 | I: 1.6
C=CCn1c(O)c(C(C)=Nc2ccc(C(=O)OCC)cc2)c(=O)[nH]c1=O
  A: -5 | B: -17 | C: 1 | D: 1 | E: -5 | F: -8 | G: 0.6 | H: 5 | I: 0.4
CN1CCN(CCC(=O)OC2CC3CCC(C2)N3C)CC1 (stereo not given)
  A: -4 | B: -1 | C: -9 | D: 12 | E: -3 | F: -6 | G: -0.3 | H: -10 | I: 0.5
CCNc1ccc(P(=S)(N(C)C)N(C)C)cc1
  A: -8 | B: · | C: -4 | D: · | E: 4 | F: -12 | G: -0.7 | H: -2 | I: -0.9
COc1ccccc1N1CCN(Cc2c(F)cccc2Cl)CC1
  A: -7 | B: -8 | C: 5 | D: 13 | E: -3 | F: -9 | G: -1.6 | H: -2 | I: -1.7
O=C1NC(=O)N(c2ccc3c(c2)OCO3)C(=O)/C1=C/c1ccc(N2CCCC2)o1
  A: 1 | B: 9 | C: 0 | D: 5 | E: 3 | F: 2 | G: 10 | H: 1 | I: 8.7
C[N+]12CCC(CC1)C(C#N)(N1CCOCC1)C2 (stereo not given)
  A: -1 | B: -10 | C: 5 | D: 3 | E: 14 | F: 8 | G: 1.5 | H: -14 | I: 0.9
CCc1ccc(CN2CCN(C(=O)Cc3ccccc3)CC2)cc1
  A: -13 | B: 1 | C: -3 | D: 1 | E: 12 | F: -12 | G: 2.9 | H: -12 | I: 0.4
CC12CN3CC(C)(CN(C1)P3(=O)Oc1ccccc1)C2=O (stereo not given)
  A: -4 | B: 2 | C: -9 | D: -1 | E: 5 | F: -1 | G: 0.6 | H: 1 | I: 0.3
COC(=O)C1=C(c2ccc(S(C)(=O)=O)cc2)C[C@@H]2CC[C@H]1N2C(=O)NC1CC1
  A: -5 | B: -3 | C: -2 | D: 3 | E: 0 | F: 2 | G: 0.6 | H: 5 | I: 0.5
O=C(c1cccn2c(=O)c3ccccc3nc12)N1CCC2(CC1)OCCO2
  A: -3 | B: -7 | C: -3 | D: 3 | E: -1 | F: -1 | G: 0.3 | H: 3 | I: -0.6
CCOC(=O)c1ccc(N2C(=O)CC(N3CCC(C#N)(c4ccccc4)CC3)C2=O)cc1 (stereo not given)
  A: -2 | B: 11 | C: -4 | D: 7 | E: -2 | F: -8 | G: 3.1 | H: 9 | I: 3.1
O=C(c1ccc(Cl)cc1)C1CCCN(Cc2cccc3ncccc23)C1 (stereo not given)
  A: -3 | B: -2 | C: -7 | D: 0 | E: -24 | F: 23 | G: 2.9 | H: 51* | I: 4.1
Cc1cccc(-n2c(-c3ccccc3)nc3ccccc3c2=O)n1
  A: -4 | B: -6 | C: -6 | D: 5 | E: 9 | F: -14 | G: 0.5 | H: -3 | I: -0.4
Cc1ccc(NS(=O)(=O)c2ccc(OCC(=O)N3CCN(C)CC3)cc2)cc1
  A: -3 | B: -9 | C: 0 | D: 3 | E: 13 | F: -10 | G: 0.7 | H: -14 | I: 1.3
C=CCn1c(O)c(C(CC)=NCCN2CCN(C(=S)NC)CC2)c(=O)[nH]c1=O
  A: -4 | B: -36 | C: 0 | D: 0 | E: -1 | F: -2 | G: 0.3 | H: 3 | I: 0.1
CCOP(=O)(OCC)C(NC(=O)C(Cl)Cl)C(Cl)(Cl)Cl (stereo not given)
  A: -2 | B: -8 | C: -9 | D: 0 | E: 6 | F: -6 | G: -1.1 | H: -3 | I: -0.9
Fc1cccc(CNCCc2c[nH]c3ccccc23)c1
  A: -4 | B: 6 | C: -8 | D: 6 | E: 3 | F: -7 | G: 1.3 | H: -2 | I: 4.1

Compounds above with a Cl atom:
Short keys: A = CHRM1 agonist; B = TAAR1 antagonist; C = OXTR potentiate; D = TAAR1 ag; E = M1 PAM; F = CHO parental Ca; G = V1aR counter; H = M1 antag; I = OXTR agonist
O=C(NC1(C(F)(F)F)Oc2ccc(Cl)cc2O1)N1CCC2(CC1)OCCO2 (stereo not given)
  A: -2 | B: 2 | C: -12 | D: 5 | E: 5 | F: -7 | G: 1.4 | H: -8 | I: 1.6
O=P(NS(=O)(=O)c1ccc(Cl)cc1)(Oc1ccccc1)Oc1ccccc1
  A: -5 | B: -1 | C: -1 | D: -1 | E: 6 | F: -3 | G: -0.1 | H: -13 | I: 1.1
CC1CCCCN1Cc1ccc(Cl)nc1 (stereo not given)
  A: -7 | B: -26 | C: -9 | D: 1 | E: -4 | F: -4 | G: 7.2 | H: 16 | I: -0.3
CN(C)C(=O)Oc1ccc(Cl)c2ccccc12
  A: 1 | B: -12 | C: 1 | D: 13 | E: 7 | F: -21 | G: -0.1 | H: -12 | I: -2.2
COc1ccccc1N1CCN(Cc2c(F)cccc2Cl)CC1
  A: -7 | B: -8 | C: 5 | D: 13 | E: -3 | F: -9 | G: -1.6 | H: -2 | I: -1.7
O=C(c1ccc(Cl)cc1)C1CCCN(Cc2cccc3ncccc23)C1 (stereo not given)
  A: -3 | B: -2 | C: -7 | D: 0 | E: -24 | F: 23 | G: 2.9 | H: 51* | I: 4.1
CCOP(=O)(OCC)C(NC(=O)C(Cl)Cl)C(Cl)(Cl)Cl (stereo not given)
  A: -2 | B: -8 | C: -9 | D: 0 | E: 6 | F: -6 | G: -1.1 | H: -3 | I: -0.9
